# Assay outcomes (PubChem)
# rCAG binder = binds r(CAG) RNA repeats; AID 651821; hit rate 1.3% among 370,000; inhibition, % at 3 µM; r(CAG) RNA repeat, TO-PRO-1 dye displacement fluorescence;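 active = inhibition above the plate cutoff, the mean of all test compounds on that plate plus 3 SD, cut at about 35% in these data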;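 note: 0% = DMSO alone and 100% = 100 µM mitoxantrone as full dye displacement; higher means more dye released from RNA so lower well fluorescence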
# LEDGF integ inh = blocks HIV-1 LEDGF/p75-dependent DNA integration; AID 743269; inhibition, % at 3.7 µM; hit rate 0.64% among 370,000; TR-FRET IN-LEDGF/p75 DNA integration, Eu/Cy5;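 active = inhibition above the screen-wide mean plus 3 SD, cut at about 13% in these data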;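 note: signal is the Cy5 over europium emission ratio at 671 and 618 nm; 0% = plate median of compound wells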
# ABHD4 inh = ABHD4 (mouse) inhibition, primary FP screen | inhibition, % at 8.92 µM | purified mABHD4, FP-Rh probe fluorescence polarization | Q8VD66 | hit rate 0.54% among 370,000;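 active = inhibition exceeding the mean over every tested compound plus 3 SD, cut at about 30% in these data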;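 note: 0% = plate median of compound wells and 100% = S159A mutant with DMSO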
#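 System: mouse ABHD4 enzyme, wild type / Medium: HEPES pH 7.0, NaCl, Pluronic buffer / Reagent: FP-Rh activity-based fluorescent probe / Control set: S159A mutant high control, sample median low control / Detection: fluorescence polarization with parallel and perpendicular emission, 525/598 nm / Schedule: 45 min + 60 min at 25 °C / Compound dosing: 8.92 µM, single dose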
# NPR2 activator = GC-B (human) receptor activation | HEK293-GC-B cells, CNP EC30, cGMP TR-FRET; 0% at EC30 CNP, 100% saturating CNP | activation, % at 10 µM | hit rate 0.11% among 370,000 | AID 1920062;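 active = activation at 10 µM reaching about 35% in either raw or pattern-adjusted values, limit read from the data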
# SIAE inh = human SIAE inhibition, primary screen. AID 1053197. SIAE FP-Rh probe binding, fluorescence polarization. Q9HAT2. inhibition, % at 9.66 µM. hit rate 0.69% among 370,000;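 active = inhibition above a cutoff: mean of compounds within the control limits plus 3 SD of those, cut at about 17% in these data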;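 note: 0% = plate median of compound wells and 100% = probe without SIAE protein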
# Target sequence (Q9HAT2 whole entry, looked up): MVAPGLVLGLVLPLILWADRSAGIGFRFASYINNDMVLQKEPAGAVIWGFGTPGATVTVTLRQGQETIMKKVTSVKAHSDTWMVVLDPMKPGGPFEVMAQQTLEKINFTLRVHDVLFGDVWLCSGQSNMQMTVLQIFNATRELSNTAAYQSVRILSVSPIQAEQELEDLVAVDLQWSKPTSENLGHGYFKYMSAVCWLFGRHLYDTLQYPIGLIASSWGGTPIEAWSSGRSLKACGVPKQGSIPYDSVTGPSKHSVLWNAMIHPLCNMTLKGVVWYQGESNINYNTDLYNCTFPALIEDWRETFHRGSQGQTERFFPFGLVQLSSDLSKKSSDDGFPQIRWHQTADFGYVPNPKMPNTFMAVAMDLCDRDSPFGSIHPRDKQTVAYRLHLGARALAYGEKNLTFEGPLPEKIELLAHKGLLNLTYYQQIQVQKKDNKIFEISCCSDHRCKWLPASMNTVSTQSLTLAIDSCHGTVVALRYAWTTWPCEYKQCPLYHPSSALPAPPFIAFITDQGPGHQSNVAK
# MBD2 DNA inh = inhibitors of human MBD2 binding to methylated oligonucleotide. hit rate 0.31% among 370,000. AID 686964. inhibition, % at 4.4 µM. TR-FRET. Q9UBB5; in the data active = inhibition above about 13%
# PRMT1 FP inh = blocks human protein arginine methyltransferase 1; Q99873; recombinant PRMT1, activity-based probe fluorescence polarization; inhibition, % at 2.79 µM; hit rate 1.3% among 370,000; AID 652257;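 active = inhibition above about 21% made by adding two undisclosed values, limit read from the data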
# HTRA1 inhibitor = blocks human HTRA1 serine peptidase. Q92743. recombinant HTRA1, FP-rhodamine activity-based probe, fluorescence polarization. hit rate 0.5% among 340,000. inhibition, % at 5.96 µM; in the data active = inhibition above about 36%;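 note: 0% = enzyme with DMSO and 100% = wells lacking enzyme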
# TDP2 inh = blocks human TDP2 phosphodiesterase activity | recombinant TDP2, T5PNP hydrolysis, p-nitrophenol absorbance 415 nm | inhibition, % at 12.8 µM | hit rate 0.34% among 370,000 | O95551;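 active = inhibition above the mean of all tested compounds plus 3 SD, set per campaign, cut at about 25% in these data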;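 note: 0% = DMSO with enzyme and 100% = buffer with substrate but no TDP2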
# Target sequence (O95551 whole entry, looked up): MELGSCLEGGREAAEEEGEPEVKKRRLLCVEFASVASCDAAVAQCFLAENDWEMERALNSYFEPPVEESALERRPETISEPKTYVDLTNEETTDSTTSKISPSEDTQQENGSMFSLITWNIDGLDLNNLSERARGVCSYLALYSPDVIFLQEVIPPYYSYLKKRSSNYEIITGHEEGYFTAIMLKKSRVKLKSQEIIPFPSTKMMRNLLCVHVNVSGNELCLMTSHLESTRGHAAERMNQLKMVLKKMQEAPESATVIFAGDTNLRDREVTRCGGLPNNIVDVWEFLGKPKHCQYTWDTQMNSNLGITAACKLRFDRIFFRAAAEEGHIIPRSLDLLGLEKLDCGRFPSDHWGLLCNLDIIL
#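 Assay system: recombinant human TDP2 / Reagent: T5PNP substrate at 5 mM, a TopII-DNA adduct mimic / Measured by: epi absorbance from released p-nitrophenol / Evaluation: % inhibition relative to enzyme-containing and enzyme-free wells / Control set: enzyme-free and DMSO wells / Replicates: each compound tested once, singlicate / Schedule: enzyme reaction with compound for 2 h at 37 °C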
# TCR CD3 inh = blocks the human TCR-CD3 interaction; TAMRA-labeled TCR probe fluorescence, biochemical; inhibition, % at 9.4 µM; hit rate 0.37% among 360,000; in the data active = inhibition above about 19%;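 note: recombinant mutant TCR 2C K166C tagged with TAMRA read by polarization; 0% = receptor in buffer alone and 100% = receptor with positive control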
# Active calls of the source: *; . = not tested or not shown. An excerpt, so the mix of outcomes need not match the whole.
# Each structure is followed by: rCAG binder	LEDGF integ inh	ABHD4 inh	NPR2 activator	SIAE inh	MBD2 DNA inh	PRMT1 FP inh	HTRA1 inhibitor	TDP2 inh	TCR CD3 inh
1. COC(=O)c1ccc(COc2ccccc2/C=N/NS(=O)(=O)c2ccccc2)cc1
 : 15	0	-50	-4	-24	1	-4	-17	-3	2
2. CC1Cc2ccccc2N1CC(=O)NC(=O)NCc1ccco1 (stereo not given)
 : 15	2	9	3	10	-1	4	28	10	2
3. Cc1cc2nc(-c3ccc(=O)[nH]c3)n(Cc3ccccc3)c2cc1C
 : -1	1	0	10	-4	-2	1	-5	2	4
4. O=[N+]([O-])c1ccc(COc2cccc(CNc3ccc(Br)cc3)c2)cc1
 : 6	-2	5	-2	6	-2	2	-3	-9	-2
5. O=C(/C=C/c1ccccc1)N/C(=C/c1ccccc1)C(=O)Nc1ccc(C(=O)O)cc1
 : 27	-5	-17	1	-1	4	1	-1	-4	-5
6. O=C(NC1=NCCS1)c1ccc(Cl)c(Cl)c1
 : 1	3	-5	-9	-1	-4	0	4	-1	2
7. COc1ccc(COC(=O)C2=C(C)NC(=O)NC2c2cc(OC)ccc2OC)cc1 (stereo not given)
 : -6	-1	-2	-2	2	9	2	4	11	0
8. COc1ccc(NC(=O)N2CCc3ccccc3C2)cc1OC
 : -7	-2	-1	1	8	1	0	-8	9	3
9. CCCCC1CC(/C(C)=N/NC(N)=O)OC1=O (stereo not given)
 : 4	-2	-7	3	-6	7	5	0	-5	-7
10. CC(C)(C)Nc1nc(-c2ccccn2)nc2ccccc12
 : -2	-3	3	19	6	-8	-5	12	-4	-2
11. COC(=O)Cc1c(C)c2ccc(OC(C)C)cc2oc1=O
 : -3	-7	-4	2	-2	-4	0	9	1	-2
12. Cc1c(Cl)cccc1N(CC(=O)N1CCCCCC1)S(C)(=O)=O
 : -6	-2	-3	-2	-1	-1	-1	4	6	1
13. COc1ccc(OC)c(C(c2nnnn2C2CCCC2)N2CCN(c3ccccc3)CC2)c1 (stereo not given)
 : -4	3	-3	-1	-7	3	1	-13	-3	3
14. O=C(O)CCc1[nH]c2ccccc2c1Sc1ccccc1
 : 26	3	0	0	0	-3	-2	4	3	-9
15. O=CNCCCc1nc2ccccc2n1CCc1ccccc1
 : -3	-1	1	4	-1	-3	3	5	3	-4
16. O=C(O)Cn1cnc2scc(-c3ccccc3)c2c1=O
 : -1	2	0	-4	-3	-5	-4	5	-9	-5
17. CCc1c(C)nc(N)nc1Cl
 : 0	0	6	4	-2	-3	6	6	-7	4
18. C=CCN1C(=O)C(CC(=O)O)SC1=Nc1c(C)n(C)n(-c2ccccc2)c1=O (stereo not given)
 : 2	7	-9	4	3	-2	-3	1	-11	-5
19. O=C(COc1ccccc1/C=C1\SC(=O)NC1=O)Nc1ccccc1
 : 35*	2	-25	-4	-6	-1	2	-19	7	1
20. CCC(Sc1nc(N)c(NC(=O)c2ccc(OC)c(OC)c2)c(=O)[nH]1)C(=O)OC (stereo not given)
 : 0	0	-6	3	-1	4	5	2	1	-7
21. O=C(NCCCNC(=O)c1cnccn1)c1ccc(Cl)c(Cl)c1
 : -6	-1	3	-2	-8	4	1	-8	2	-5
22. Nc1ncnc2c1ncn2[C@@H]1O[C@H](C(=O)N2CCC(F)(F)CC2)[C@@H](O)[C@H]1O
 : 2	-5	-2	-1	52*	-7	1	.	-2	5
23. N#Cc1ccc2c(c1)nnn2-c1ccccc1
 : 0	-3	-3	-6	-12	-1	-3	.	2	-4
24. S=C(NCCc1ccccn1)Nc1ccccc1
 : 3	5	-4	2	8	-4	-5	-2	0	5
25. Cc1ncc(CO)c2cc(-c3nnc(Nc4ccc5c(c4)OCO5)s3)c(=O)oc12
 : 1	0	7	-5	-10	0	-2	-14	-4	3
26. CCOC(=O)C(CO)NC(=O)C1(NC(C)=O)CCCC1 (stereo not given)
 : 2	-1	9	8	5	3	3	1	6	2
27. Cc1ccc(S(=O)(=O)N2CCC(NC(=O)C3CCCCC3)CC2)cc1
 : 1	2	2	6	-8	-5	-1	4	3	2
28. O=[N+]([O-])c1cc(S(=O)(=O)N2CCCC2)ccc1OCCOc1ccccc1
 : 7	-4	-13	-4	-5	5	5	-18	-7	1
29. Cc1cccn2c(=O)c3cc(C(=O)NCc4cccnc4)c(=N)n(C(C)C)c3nc12
 : 5	2	4	-4	-6	-13	2	0	0	10
30. COc1ccc(C2c3c(-c4ccccc4)n[nH]c3C(=O)N2c2ccc(C(=O)O)cc2)cc1 (stereo not given)
 : 24	13	-63	-3	-5	-5	0	-13	-12	-1
31. COC(=O)c1ccc(CSc2ccc3nnc(-c4ccc(OC)c(OC)c4)n3n2)o1
 : 2	0	-8	12	2	2	1	0	15	8
32. CCCCN(CC)C(=O)c1cc2c(=O)n3cccc(C)c3nc2s1
 : 2	-2	1	2	2	2	0	-20	-1	1
33. N#CC(C#N)=C1C=CC=CN1/C(=C\c1ccccc1Cl)C(=O)c1ccccc1
 : 4	-5	14	-23	5	1	29*	-8	11	6
34. CN(C)CCN(C(=O)c1ccc2ccccc2c1)c1nc2cc3c(cc2s1)OCCO3
 : -4	-3	4	-5	7	5	4	-11	5	2
35. COc1ccc(NC(=O)CN(C)S(=O)(=O)c2cccc3nsnc23)cc1
 : -3	0	2	-5	-8	-2	1	-7	-2	-2
36. CN(C)CCNc1ncnc2c1ncn2[C@H]1CN(Cc2ccccc2)C[C@@H](CO)O1
 : 0	-2	5	-2	-3	5	-1	.	7	1
37. CCSc1ccccc1C(=O)Nc1ccc(S(=O)(=O)NC(C)=O)cc1
 : 6	-2	3	-2	-5	4	12	0	4	3
38. C(=NOCc1ccccc1)c1cccnc1
 : 2	-4	5	2	3	3	1	0	-6	-3
39. CC(CC(=O)Nc1ccccc1)NCCCN1CCCC1=O (stereo not given)
 : -1	0	8	-3	0	-3	1	10	9	0
40. CCc1nc2sc(C(C)=O)c(N)c2c2c1CCCC2
 : 4	-5	4	-3	8	0	2	.	1	2
41. Brc1ccc(CN2CCN(c3ncc(Cc4ccccc4)cn3)CC2)cc1
 : 3	-1	-1	9	1	-1	1	.	-9	-1
42. CCC(OC(=O)c1ccco1)C(=O)NC1CCCC1 (stereo not given)
 : 0	7	-11	2	-1	-3	-7	1	-16	-3
43. C/C(CCc1ccccc1)=N\NC(=O)COc1ccccc1C
 : 1	0	-2	-4	9	8	0	-5	-13	-8
44. COc1cc(NC(=O)C2CCN(c3cnccn3)CC2)cc(OC)c1OC
 : -1	-1	-2	-4	-4	2	0	0	7	0
45. COc1ccc(CCN2CCCC(CN(C)Cc3cc(OC)ccc3OC)C2)cc1 (stereo not given)
 : -13	-2	8	-6	0	-4	10	1	-6	-4
46. COc1ccc(C(=O)c2[nH]c(N)c(C(=O)c3ccccc3)c2-c2ccc(OC)c(OC)c2)cc1
 : .	-4	14	-1	8	4	1	.	0	.
47. COc1ccc(NC(=S)NC2CC3CCC(C2)N3Cc2ccco2)cc1 (stereo not given)
 : 9	-4	6	-1	8	1	-1	-6	5	0
48. CCOc1ccc(CCN2C(=S)N([C@@H](CC(C)C)CN3CCCC3CN3C(=S)NC[C@@H]3Cc3ccc(O)cc3)C[C@@H]2Cc2ccccc2)cc1 (stereo not given in full)
 : 13	2	-13	3	-22	-1	-4	-60	-9	2
49. COCc1ccc(C(=O)NCC2(N3CCCCC3)CCCCC2)cc1
 : -4	7	14	2	0	-5	2	6	13	4
50. COc1ccc(CCN2C(=O)N[C@@H](C(C)C)C2=O)cc1
 : -1	0	-3	0	-6	2	2	5	-6	-4
51. CC(Oc1ccc2c3c(c(=O)oc2c1)CCC3)C(=O)NCc1cccnc1 (stereo not given)
 : -5	-6	-11	-6	1	-1	5	3	-7	3
52. Fc1cccc(-c2n[nH]c(=S)n2-c2ccccc2)c1
 : 0	-3	-1	6	8	-3	9	1	-2	-3
53. CC(C)(C)NC(=O)COC(=O)c1ccc(F)cc1Cl
 : -6	1	3	1	7	1	0	-1	6	6
54. Cc1cccc(NC(=O)NN2CCN(C)CC2)c1C
 : -2	0	0	6	-11	-2	-6	1	-4	3
55. CCC(C)(C(=O)NC1CCCCC1)N(C(=O)CNC(C)=O)c1c(C)n(C)n(-c2ccccc2)c1=O (stereo not given)
 : -6	-1	-13	0	-14	9	1	8	-8	-2
56. Cn1nnc(NC(=O)c2ccc(C(C)(C)C)cc2)n1
 : -3	-2	3	3	5	0	3	-2	0	-2
57. COc1ccc(NC(=O)c2nc3nc(C)cc(C(F)F)n3n2)cc1OC
 : 6	1	-4	-3	-6	0	-5	1	-8	-4
58. COc1ccc(NC(=O)CNCc2ccc(Cl)cc2)cc1S(=O)(=O)N1CCOCC1
 : -1	4	11	5	-9	6	-7	-2	0	-2
59. Cc1ccc(C)c(Cn2nnc3c(=O)[nH]c(C4CCCN(C(=O)C5CCC5)C4)nc32)c1 (stereo not given)
 : -5	-3	0	-2	-3	-8	-3	-10	-10	1
60. COc1ccc(S(=O)(=O)NC2CCCCCC2)c(OC)c1
 : -9	-1	2	-5	7	4	-2	1	-11	-5

# The results go on.
# Each structure is followed by: rCAG binder	LEDGF integ inh	ABHD4 inh	NPR2 activator	SIAE inh	MBD2 DNA inh	PRMT1 FP inh	HTRA1 inhibitor	TDP2 inh	TCR CD3 inh
61. CC(C)N(c1cc(=O)nc2ccccn12)C(C)C
 : 4	-3	6	5	3	6	2	.	-1	1
62. CC(=O)Nc1ccc(S(=O)(=O)NCC2CCC(C(=O)NCCCOC(C)C)CC2)cc1 (stereo not given)
 : -5	-3	5	-7	-8	5	2	.	-5	-2
63. COc1nc(-c2ccccc2)ccc1-c1noc(-c2ccccc2)n1
 : 2	-2	-8	-4	-17	1	0	-10	-4	-1
64. COc1ccccc1C=C1SC(=S)NC1=O
 : 7	-5	-2	0	-14	-4	8	2	7	2
65. Cc1cc(C(F)F)n2nc(C(=O)NCc3ccccc3F)nc2n1
 : -3	4	-2	-2	7	-5	1	-1	5	-1
66. O=C(N=C1SCC(=O)N1c1ccccc1Cl)c1ccco1
 : 9	0	-99	-3	-46	-2	17	-21	9	-52
67. Cc1ccccc1OCCC(=O)Nc1cc(S(=O)(=O)N2CCCCC2)ccc1N1CCN(C)CC1
 : 2	-4	2	5	1	7	-1	-2	-9	1
68. O=C(O)CN1C(=O)C(=O)N(Cc2ccc(Cl)c(Cl)c2)C1=O
 : 2	2	3	-4	2	2	2	-5	2	-4
69. O=C(OCC(=O)N1CCCCC1)c1ccc2c(c1)C(=O)N(Cc1ccco1)C2=O
 : -1	-1	-1	1	9	-1	0	7	3	2
70. Fc1ccc(CN2CCN(C(c3ccccc3)c3ccccc3)CC2)cc1
 : -7	-2	14	-5	3	-4	2	-11	1	-8
71. Cc1ccc(S(=O)(=O)N2CCOCC2)cc1C(=O)N1CCN(S(=O)(=O)c2cccs2)CC1
 : 0	4	-8	9	-2	-1	-3	3	-15	-13
72. COc1ccc(/C=N/Nc2nc(C)cc(=O)[nH]2)cc1OC
 : -1	-4	0	3	7	-8	0	2	-9	2
73. O=C(CN1C(=O)NC2(CCc3ccccc32)C1=O)NCC(=O)Nc1ccc(F)cc1 (stereo not given)
 : -1	3	4	-7	-1	2	-1	12	-5	-6
74. COc1ccccc1C(=O)Nn1cnc2ccccc2c1=O
 : -1	1	0	-3	0	2	1	2	6	-2
